M1 PAM: positive allosteric modulators of human M1 muscarinic receptor; P11229; CHO-K1 hM1, Fluo-8 calcium fluorescence, ACh EC20; 0% = ACh EC20, 100% = maximal ACh; activation, % at 3 µM; 360,000 tested, 0.088% active; AID 588819; in the data active = activation above about 19%, passing the limit was not always enough
CHRM5 antagonist: CHRM5 antagonism in calcium assay; 360,000 tested, 0.59% active; CHO-hM5 cells, Fluo-8 calcium fluorescence, ACh EC80; inhibition, % at 3 µM; AID 624040;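 active = inhibition above a per-plate cutoff, the mean of that plate's test compounds plus 3 SD, cut at about 27% in these data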;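 note: 0% = acetylcholine EC80 with DMSO and 100% = DMSO without agonist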
Target sequence (P08912 whole entry, looked up): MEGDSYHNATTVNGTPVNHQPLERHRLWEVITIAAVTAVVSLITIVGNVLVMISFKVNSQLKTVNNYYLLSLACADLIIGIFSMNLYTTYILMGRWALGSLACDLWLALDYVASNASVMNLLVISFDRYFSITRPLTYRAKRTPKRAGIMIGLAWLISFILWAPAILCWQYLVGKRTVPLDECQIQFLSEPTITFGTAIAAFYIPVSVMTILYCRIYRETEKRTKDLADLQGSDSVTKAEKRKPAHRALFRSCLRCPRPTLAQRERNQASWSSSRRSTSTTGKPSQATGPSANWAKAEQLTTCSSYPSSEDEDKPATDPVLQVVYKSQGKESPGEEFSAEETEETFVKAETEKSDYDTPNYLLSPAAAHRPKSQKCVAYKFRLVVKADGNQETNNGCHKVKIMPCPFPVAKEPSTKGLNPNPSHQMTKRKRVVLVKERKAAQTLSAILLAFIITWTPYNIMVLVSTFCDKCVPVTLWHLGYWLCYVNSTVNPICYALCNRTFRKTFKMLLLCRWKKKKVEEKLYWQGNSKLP
M4 antag: CHRM4 antagonism in calcium assay; P08173; CHO-hM4 cells, ACh EC80, Fluo-8 calcium fluorescence; inhibition, % at 3 µM; 360,000 tested, 0.73% active; AID 624125;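 active = inhibition above its plate's cutoff, the mean inhibition of sample wells plus 3 SD, cut at about 27% in these data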;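 note: 0% = acetylcholine EC80 with DMSO and 100% = DMSO without agonist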
CRFBP-R2 block: CRF-BP/CRF-R2 complex antagonism | 350,000 tested, 0.59% active | HEK293 CRF-R2/CRF-BP, CRF-induced calcium fluorescence | inhibition, % at 11.8 µM;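 active = inhibition of the ligand-induced calcium signal above about 50% at the single tested concentration, limit read from the data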
M4 PAM: CHRM4 positive allosteric modulation | P08173 | CHO-K1 hM4/Gqi5, Fluo-8 calcium fluorescence, ACh EC20; 0% = ACh EC20, 100% = maximal ACh | activation, % at 3 µM | 360,000 tested, 0.4% active | AID 624126;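 active = activation above its plate's cutoff, the mean activation of sample wells plus 3 SD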; note: some results filed as inactive read as strong as hits
CRFR2-BP ag: CRF-BP/CRF-R2 complex agonism; HEK293 CRF-R2/CRF-BP, calcium dye fluorescence (FLIPR); percent of saturating CRF peptide response; activation, % at 13.2 µM; 350,000 tested, 0.46% active;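 active = activation of at least 50%, plus an integration ratio under a set limit after plate pattern correction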;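 note: plate controls were neutral control wells without compound for no effect and CRF at EC100 for full effect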
M5 PAM: CHRM5 positive allosteric modulation; CHO-K1 hM5, Fluo-8 calcium, ACh EC20 PAM; 0% = ACh EC20, 100% = ACh EC100; AID 624038; activation, % at 3 µM; 360,000 tested, 0.3% active;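 active = activation above the run cutoff, the mean activation of all test compounds plus 3 SD, cut at about 18% in these data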
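System – CHO-K1 hM5 cells · Compound – 3 µM, single dose · Incubation – compound preincubation 140 s before EC20 acetylcholine addition · Technique – Fluo-8 calcium fluorescence · Measure – Max/basal fluorescence ratio as % of EC20–EC100 ACh window · Benchmarks – low control EC20 acetylcholine (0%), high control EC100 acetylcholine (100%) · Replication – singlicate, one well per test compound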
CHRM4 agonist: agonists of human muscarinic M4 receptor (CHRM4). AID 624127. 360,000 tested, 0.14% active. P08173. CHO-K1 hM4/Gqi5, Fluo-8 calcium fluorescence; vehicle 0%, full acetylcholine response 100%. activation, % at 3 µM;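 active = activation above the run mean over all test wells plus 3 SD, cut at about 32% in these data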;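 note: peak over basal fluorescence ratio per well then scaled between controls; 0% = DMSO wells and 100% = acetylcholine at EC100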
CHRM5 agonist: CHRM5 agonism in calcium assay. activation, % at 3 µM. CHO-K1 hM5 cells, Fluo-8 calcium fluorescence; 0% DMSO wells, 100% maximal acetylcholine response. P08912. 360,000 tested, 0.19% active;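 active = activation above the run's mean over test compounds plus 3 SD, cut at about 23% in these data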;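 note: signal is peak over basal fluorescence ratio across the kinetic read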
Active calls of the source: *.

M1 PAM	CHRM5 antagonist	M4 antag	CRFBP-R2 block	M4 PAM	CRFR2-BP ag	M5 PAM	CHRM4 agonist	CHRM5 agonist	Structure
11	11	-2	-2	-7	1.2	-4	3	1	Nc1ccc(S(=O)(=O)Nc2nc(-c3ccccc3)cc(-c3ccccc3)n2)cc1
3	7	-12	-6	-6	-0.9	3	6	-1	Cc1ccc(C(=O)COC(=O)CN2C(=O)C3C4CC(C(Br)C4Br)C3C2=O)cc1 (stereo not given)
0	2	3	18	2	-1.1	1	1	0	Cc1ccc(SCc2c(C(=O)N/N=C/c3ccco3)nnn2-c2nonc2N)cc1
6	-3	-3	7	3	8.2	5	3	4	Cc1cccc(NC2(C(F)(F)F)N=C(c3ccccc3)NC2=O)n1 (stereo not given)
2	0	-2	-15	-5	29	-3	3	-2	CC(CC(=O)Nc1nc2ccccc2[nH]1)c1ccccc1 (stereo not given)
9	-1	4	8	7	-1.7	1	0	-2	CC(C)NC(=O)c1ccc2c(=O)n(C3CCCC3)c(=S)[nH]c2c1
4	17	12	-11	0	-0.6	-7	0	0	CC(C)[C@H](NS(=O)(=O)c1ccccc1F)C(=O)OCC(=O)Nc1cccc(S(N)(=O)=O)c1
11	-3	-2	11	-1	-3.1	2	2	3	O=C(COC(=O)c1ccccc1O)NCCCc1ccccc1
7	2	7	-11	-4	0.7	-5	1	-5	COc1ccc2cc(C)c3nnc(SCc4cccnc4)n3c2c1
6	2	-2	6	0	1.1	-4	0	-4	CCc1ccc[n+](-c2[nH]c(=O)sc2/C=N/N=C(\[O-])c2ccncc2)c1
8	7	2	-1	0	-1.1	-2	0	-10	COc1cc(CN2CCC(Cc3ccccc3)CC2)c([N+](=O)[O-])cc1OC
10	-2	-12	-24	3	-0.4	-3	5	-2	CCN(CC)S(=O)(=O)c1ccc(N/N=C/c2ccc(O)cc2)nc1
2	-7	-12	6	-1	0.0	0	5	1	CCN(Cc1cccs1)C(=O)CN1CCN(S(=O)(=O)c2ccc3c(c2)OCCCO3)CC1
4	-2	7	-7	8	4.8	-6	0	-2	CCOC(=O)CCc1c(C)c2ccc(OCc3cc([N+](=O)[O-])ccc3OC)cc2oc1=O
7	-17	-8	5	1	1.7	10	1	-2	O=C(O)C1CCCCC1C(=O)Nc1ccc(-c2ccccc2)cc1 (stereo not given)
4	-1	-7	-8	1	-0.9	4	0	-9	COC(=O)c1ccc(N(C(=O)CNC(=O)c2ccco2)C(C(=O)NC2CCCC2)c2ccco2)cc1 (stereo not given)
-4	5	-7	6	-4	-0.2	-7	4	0	COc1ccc(CNC(=O)CN(c2ccc(C(C)=O)cc2)S(=O)(=O)c2ccc(C)cc2)cc1OC
6	11	-3	-11	5	-0.1	-1	1	-2	Cc1c(NS(=O)(=O)c2cc(C(=O)N(C)Cc3ccccc3)ccc2Cl)c(=O)n(-c2ccccc2)n1C
7	-8	4	-3	5	1.8	9	-2	2	O=C(Cc1c(F)cccc1Cl)Nc1ccccc1N1CCCCC1
-21	9	1	11	-7	-3.5	-14	-2	-6	CCOc1ccc(-c2nnc(N3CCCCC3)c3ccccc23)cc1
6	3	-5	-2	1	0.7	-3	0	-3	Cc1nc2ccccc2c(=O)n1NC(=O)C1CC1C (stereo not given)
15	1	0	7	1	0.6	5	0	3	CCOc1c(C)cnc2c1c(=O)n(CC(=O)NCC1CCCO1)c(=O)n2C (stereo not given)
6	9	5	2	-1	-1.6	1	1	-2	COc1ccccc1N=C(C)C1=C(O)CSC1=O
17	-9	-15	4	0	4.7	7	0	-1	CC(=O)Oc1ccc2c(=O)oc(-c3ccccc3)nc2c1
9	20	12	-24	5	2.5	0	5	1	COc1ccccc1-c1oc2ccccc2c1C#CC1(N)CCCCC1
10	-3	1	-4	-4	0.1	3	3	2	COc1cccc(NC(=O)c2ccccc2N(Cc2ccccc2)S(C)(=O)=O)c1
9	3	-4	8	-11	2.1	-1	10	3	O=[N+]([O-])c1ccc(Oc2ccc(S(=O)(=O)N3CCOCC3)cc2)cc1
12	3	-5	16	5	-0.9	1	1	-2	CC(=O)Nc1ccccc1C(=O)C(=O)Nc1ccc(C)c(F)c1
-1	5	-8	-1	6	-1.4	1	0	-3	CC1CCCC(NC(=O)CN2C(=O)COc3ccccc32)C1C (stereo not given)
17	-4	-6	3	5	2.5	-5	1	2	COc1cc(NC(=S)NC(C)=O)ccc1NC(=O)C(C)C
3	-2	-11	-3	-4	1.3	-4	1	2	Cc1ccc(S(=O)(=O)N2CCCC2CO)cc1 (stereo not given)
4	2	4	-17	12	-0.5	-1	2	-3	CC1(C)CC2(CC(c3ccccc3)Oc3cc(O)ccc32)NC(=S)N1 (stereo not given)
10	6	-15	1	9	0.4	2	2	0	COc1ccc(/C=C/c2c(-c3ccc(OC)cc3)oc3ccccc23)cc1
1	-3	8	-8	-2	-1.4	4	-1	5	Cc1cc(C)nc(NC(N)=S)n1
7	2	-5	-3	0	0.5	0	3	-5	CN(C)S(=O)(=O)c1ccc2nc(NC(=O)c3cccnc3)sc2c1
-6	8	-1	-9	-5	-1.9	0	1	-2	O=C(COC(=O)c1ccc(Cl)nc1)Nc1ccc2c(c1)OCO2

Limited to CHRM4 agonist and M4 antag, for some of the entries so far:
mol	CHRM4 agonist	M4 antag
CC(=O)Nc1ccccc1C(=O)C(=O)Nc1ccc(C)c(F)c1	1	-5
CC1CCCC(NC(=O)CN2C(=O)COc3ccccc32)C1C (stereo not given)	0	-8
COc1cc(NC(=S)NC(C)=O)ccc1NC(=O)C(C)C	1	-6

Next part:
M1 PAM	CHRM5 antagonist	M4 antag	CRFBP-R2 block	M4 PAM	CRFR2-BP ag	M5 PAM	CHRM4 agonist	CHRM5 agonist	Structure
-5	8	1	-1	1	-2.9	4	0	2	CC1CN(Cc2ccccc2)C(=S)NC1=O (stereo not given)
10	-1	0	-35	-4	1.0	-12	3	-3	CCCC(=O)NC(=S)Nc1cccc(NC(=O)c2ccccc2)c1
0	3	14	-20	3	3.4	0	1	-2	O=C(NC1C(=O)NNC1c1ccccc1)c1ccccc1 (stereo not given)
-1	4	5	-1	13	1.0	2	1	-2	CCOC(=O)N1CCC(N2CCN(S(=O)(=O)CC)CC2)CC1
16	8	-5	-2	-6	1.9	0	2	-7	CC(NC(=O)CN(C)S(=O)(=O)c1ccc2c(c1)c(=O)n(C)c(=O)n2C)c1ccccc1 (stereo not given)
2	-2	-18	20	6	1.4	1	2	-1	Cc1ccc(S(=O)(=O)NCc2nnnn2-c2ccc(F)cc2)cc1
-1	6	-10	17	2	-8.6	-2	6	-4	Cc1ccc(C)c(OCC(=O)Nc2ccccc2C(=O)N2CCOCC2)c1
9	1	13	-6	-10	0.3	1	1	-3	Cc1ccc(CN2CCN(Cc3ccc(-n4cccn4)cc3)CC2CCO)cc1 (stereo not given)
15	7	-1	3	1	-0.9	-4	1	-4	Cc1ccc(CNC(=O)CN2C(=O)NC(C)(c3ccc(Cl)cc3)C2=O)cc1 (stereo not given)
3	4	4	19	10	-3.6	2	1	-1	CCN(CC)S(=O)(=O)c1ccc(N2CCN(c3cccc(OC)c3)CC2)c([N+](=O)[O-])c1
9	-9	-11	10	4	-1.6	5	0	2	Cc1ccc(S(=O)(=O)N2[C@@H](c3ccc4c(c3)OCO4)C(C(=O)O)=C[C@H]2CC2CCCC2)cc1
-4	3	4	10	-2	-0.1	-8	2	1	CC(=O)CCc1c(C)[nH]c2ccc(NC(C)=O)cc2c1=O
9	3	-8	7	32*	-3.0	4	1	-4	CC(=O)Nc1ccc(NC(=O)C(C)OC(=O)c2ccc3c(c2)OCCO3)cc1 (stereo not given)
-2	-6	5	13	2	-2.9	-2	1	-5	C/C(=N/OCC(=O)Nc1ccc(C)cc1C)c1cccs1
-1	-1	7	3	-2	-3.5	2	0	-1	CN(C)CCCn1c(SCC(=O)Nc2sc3c(c2C#N)CCCC3)nnc1-c1ccncc1
-10	5	3	5	-6	-4.1	-3	-1	-12	CSc1cc(/C=N/O)c(SC)s1
10	1	-15	17	4	-0.9	-3	2	-8	COc1ccc(S(=O)(=O)N2CCc3ccccc32)cc1C(=O)NCc1ccco1
4	8	3	4	-1	-1.3	-7	0	0	CCOC(=O)C1C(C)N=C2SCC(=O)N2C1c1cccc(Br)c1 (stereo not given)
0	19	28*	22	5	1.0	-9	2	-5	CCc1cccc(C)c1NC(=O)C1=C(C(=O)O)CCCC1
8	-5	-4	4	10	-0.6	3	1	6	CC1CCCN(C(=O)COC(=O)Cc2c[nH]c3ccccc23)C1 (stereo not given)
-1	10	1	-13	7	0.7	-4	1	0	O=C(COc1ccc(Cl)cc1)Nc1ccc(C(=O)O)cc1NC(=O)COc1ccc(Cl)cc1
3	10	-1	6	-1	0.2	-2	1	5	COc1ccc2[nH]c(=O)c(-c3nnn(-c4ccc(Cl)nc4)n3)cc2c1
0	0	4	-18	-9	-1.9	3	1	0	O=C(NCc1ccco1)C1CC(c2ccc(Cl)cc2)=NO1 (stereo not given)

Random excerpt: 3 compounds from above.
M1 PAM	CHRM5 antagonist	M4 antag	CRFBP-R2 block	M4 PAM	CRFR2-BP ag	M5 PAM	CHRM4 agonist	CHRM5 agonist	Structure
-1	10	1	-13	7	0.7	-4	1	0	O=C(COc1ccc(Cl)cc1)Nc1ccc(C(=O)O)cc1NC(=O)COc1ccc(Cl)cc1
4	8	3	4	-1	-1.3	-7	0	0	CCOC(=O)C1C(C)N=C2SCC(=O)N2C1c1cccc(Br)c1 (stereo not given)
8	-5	-4	4	10	-0.6	3	1	6	CC1CCCN(C(=O)COC(=O)Cc2c[nH]c3ccccc23)C1 (stereo not given)

Bioassay records: PubChem BioAssay, several laboratories
